High-throughput results (PubChem)
S1P1 ag-PAM = agonists and agonism potentiators of human S1P1 receptor; P21453; S1P1 CRE-bla cells, forskolin, beta-lactamase FRET, potentiator mode; S1P1 agonist co-added at EC20, 2 nM; 100% = saturating reference agonist, 0% = basal; activation, % at 9.5 µM; actives 0.57% (n = 56,000);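 active means activation above a cutoff set at the mean activation of all tested compounds plus 3 SD, cut at about 54% in these data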;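 further: forskolin at 4 µM as EC80 and the EC20 agonist is SEW2871; 100% = SEW2871 at its EC100 plus forskolin at EC80; some compounds past the cut are filed as inactive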
Target sequence (P21453 whole entry, looked up): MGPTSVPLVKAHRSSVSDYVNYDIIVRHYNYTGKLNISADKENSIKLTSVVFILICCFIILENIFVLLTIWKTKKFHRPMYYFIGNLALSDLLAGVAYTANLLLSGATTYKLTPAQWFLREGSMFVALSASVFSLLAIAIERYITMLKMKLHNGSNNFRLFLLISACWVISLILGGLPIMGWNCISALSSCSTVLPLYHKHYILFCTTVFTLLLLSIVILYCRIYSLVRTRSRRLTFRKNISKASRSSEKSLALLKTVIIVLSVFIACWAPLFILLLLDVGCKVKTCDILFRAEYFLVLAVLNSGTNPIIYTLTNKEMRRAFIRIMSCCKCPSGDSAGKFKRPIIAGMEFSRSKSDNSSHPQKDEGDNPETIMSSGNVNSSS
5-HT1A blocker = 5-HT1a (human) receptor antagonism | CHO 5-HT1a Ga15 NFAT-bla reporter, antagonist mode | inhibition, % at 10 µM | actives 0.68% (n = 62,000) | AID 612;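 active means inhibition above the mean of all tested compounds plus 3 SD, cut at about 43% in these data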;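 further: receptor stimulated by 5-CT agonist at 100 nM near EC80; beta-lactamase reporter measured by ratiometric fluorescence of a cleavable substrate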
Target sequence (P08908 whole entry, looked up): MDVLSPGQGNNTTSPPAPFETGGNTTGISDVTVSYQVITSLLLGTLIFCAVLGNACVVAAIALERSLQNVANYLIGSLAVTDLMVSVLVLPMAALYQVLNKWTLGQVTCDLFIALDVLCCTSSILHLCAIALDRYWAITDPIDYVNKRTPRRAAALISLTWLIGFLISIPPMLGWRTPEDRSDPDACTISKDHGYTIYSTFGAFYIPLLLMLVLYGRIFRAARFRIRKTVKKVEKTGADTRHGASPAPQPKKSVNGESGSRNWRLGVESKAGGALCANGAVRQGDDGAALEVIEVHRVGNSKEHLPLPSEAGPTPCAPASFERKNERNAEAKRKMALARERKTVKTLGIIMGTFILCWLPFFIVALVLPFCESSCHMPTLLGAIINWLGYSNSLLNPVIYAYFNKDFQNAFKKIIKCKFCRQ
M1 antag = antagonists of rat M1 muscarinic receptor; P08482; CHO-M1 cells, Fluo-4 calcium, ACh EC80 antagonist mode; hits give low values; B-score at 10 µM; actives 3.4% (n = 64,000); AID 628;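 active means calcium fluorescence response, raw or row-and-column corrected B-score, differing from the plate sample mean either way at a set confidence level, mostly lower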
5HT1E antag = 5-HT1E (human) receptor antagonism; inhibition, % at 6 µM; actives 0.99% (n = 65,000); CHO 5-HT1E Ga15 NFAT-bla reporter, FRET, antagonist; AID 571;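 active means inhibition above a set limit, the mean inhibition across every tested compound plus 3 SD, cut at about 29% in these data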;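 further: signal is the 460 over 535 nm emission ratio of beta-lactamase substrate; 0% = agonist plus DMSO wells and 100% = wells without agonist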
S1P3 ag = agonists of human S1P3 receptor; activation, % at 4.5 µM; Q99500; S1P3 NFAT-BLA reporter cells, agonism, FRET ratio; relative to 1 µM S1P, basal subtracted; actives 0.1% (n = 60,000); AID 373;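 active means activation above the screen-wide mean plus 3 SD, cut at about 4.5% in these data, passing the limit was not always enough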; further: some compounds called inactive have numbers as strong as hits
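Assay system: stable CHO line with human S1P3, Gα16, NFAT-BLA reporter; Detection: FRET β-lactamase substrate fluorescence, excitation 405 nm, 460/535 nm emission ratio, background-subtracted; Read-out: percent activation versus median 1 µM S1P response, basal-subtracted, per plate; Incubation: cells plated overnight, compound 4 h 37 °C, substrate 2 h RT.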
5HT1a ag = 5-HT1a (human) receptor agonism; activation, % at 10 µM; actives 0.56% (n = 65,000); CHO 5-HT1a Ga15 NFAT-bla reporter, FRET ratio; 0% basal, 100% maximal reference agonist; P08908;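 active means activation above the screen-wide mean activation plus 3 SD, cut at about 19% in these data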;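 further: 0% = DMSO wells and 100% = 5-CT at EC100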
Jurkat viability = cytotoxic compounds reducing Jurkat cell viability | Jurkat E6.1 viability, ATP luminescence, 48 h | inhibition, % at 4 µM | actives 1.2% (n = 56,000) | AID 463;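 active means inhibition above the mean inhibition of all tested compounds plus 3 SD, cut at about 28% in these data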
5HT1E ag = activates the human 5-HT1E serotonin receptor; P28566; CHO 5-HT1E Ga15 NFAT-bla reporter, FRET; 0% DMSO wells, 100% control agonist wells; activation, % at 6 µM; actives 0.69% (n = 65,000); AID 574;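 active means activation above a set limit, the screen-wide mean activation plus 3 SD, cut at about 8.5% in these data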;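 further: 100% = positive control agonist at 1 µM giving full maximal response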
M1 agonist = agonists of M1 muscarinic receptor | CHO-M1 cells, Fluo-4 calcium fluorescence, agonist mode; hits give high values | B-score at 10 µM | actives 3% (n = 64,000);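 active means fluorescence rise, raw or as B-score row- and column-corrected plate score, outside the 99.7% band of its plate's samples, either direction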
* = called active by the depositor; . = not tested or not shown.

SMILES	S1P1 ag-PAM	5-HT1A blocker	M1 antag	5HT1E antag	S1P3 ag	5HT1a ag	Jurkat viability	5HT1E ag	M1 agonist
CCOC(=O)C(C)Oc1cccc2c(=O)n(CC(=O)Nc3ccc4c(c3)OCCO4)ccc12 (configuration not stated)	10	9	0.13	-5	-1.5	-4.5	-3	0.2	0.64
CCOC(=O)Oc1ccc2oc(C)c(C(=O)OCCOC)c2c1	3	-5	0.73	9	-0.7	-0.3	1	-0.4	-0.42
COc1cc(C2C(C#N)=C(N)Oc3n[nH]c(C)c32)cc2c1OCO2 (configuration not stated)	28	-5	-4.8*	7	-1.3	-0.9	1	0.2	0.094
O=C1CCCc2c1cc(C(=O)Nc1ccc(Br)cn1)c(=O)n2-c1ccccc1	.	-3	-0.011	-1	-0.1	-0.6	0	-0.3	0.83
Cc1cccn2c(=O)c3cc(C(=O)NCCCn4ccnc4)n(C)c3nc12	0	1	-0.66	11	-1.2	-2.1	7	-0.1	-0.13
COc1ccc(N2CCN(S(=O)(=O)c3ccc(C(=O)NCc4ccco4)cc3)CC2)cc1	.	2	0.56	-6	.	-0.8	.	0.7	0.25
Cc1ccc(C(=O)C(C)OC(=O)C2CC(=O)N(C3CCCCC3)C2)cc1 (configuration not stated)	-9	1	-1.3	-8	-0.2	-3.2	-2	0.8	-0.93
COc1ccc(OC)c(NC(=O)CC(Cc2ccccc2OC)C(=O)O)c1 (configuration not stated)	-6	0	.	-6	-0.1	-1.6	-2	0.8	.
COc1ccccc1N1CCN(CCCCOc2ccc(F)cc2)CC1	0	.	-2.4	-3	-4.2	2.8	.	4.9	-0.0022
N#CN=C1SCCS1	.	-2	0.019	-1	.	1.8	.	-1.2	-0.87
CCC12CN(C(=O)c3ccc(OC)cc3)CC(CC)(CN(C(=O)c3ccc(OC)cc3)C1)C2=O	-7	-2	0.46	0	-0.6	0.9	-2	-0.1	0.3
CCOC(=O)c1cccc(NC(=O)CSc2nnc(C3CCCCC3)n2CC)c1	14	5	-0.26	24	-0.6	-1.8	3	0.2	0.21
O=C(c1ccc2c(c1)OCO2)n1nnc2ccccc21	-17	-8	-0.1	-3	0.8	-1.6	1	-0.3	0.24
Cc1nc(N2CCN(c3ncccn3)CC2)c2oc3ccccc3c2n1	-12	4	-0.054	2	-0.7	0.0	3	0.8	-0.58
CN(C(=O)COc1cc(=O)n(C)c2ccccc12)c1cccc(Cl)c1	-2	-4	-0.034	0	-0.3	-0.1	9	1.2	1.1

Sorted by the number under 5HT1E antag (rising): some entries from above
structure,S1P1 ag-PAM,5-HT1A blocker,M1 antag,5HT1E antag,S1P3 ag,5HT1a ag,5HT1E ag,M1 agonist
COc1ccc(OC)c(NC(=O)CC(Cc2ccccc2OC)C(=O)O)c1 (configuration not stated),-6,0,.,-6,-0.1,-1.6,0.8,.
CCOC(=O)C(C)Oc1cccc2c(=O)n(CC(=O)Nc3ccc4c(c3)OCCO4)ccc12 (configuration not stated),10,9,0.13,-5,-1.5,-4.5,0.2,0.64
O=C1CCCc2c1cc(C(=O)Nc1ccc(Br)cn1)c(=O)n2-c1ccccc1,.,-3,-0.011,-1,-0.1,-0.6,-0.3,0.83
CCC12CN(C(=O)c3ccc(OC)cc3)CC(CC)(CN(C(=O)c3ccc(OC)cc3)C1)C2=O,-7,-2,0.46,0,-0.6,0.9,-0.1,0.3

The list goes on:
SMILES	S1P1 ag-PAM	5-HT1A blocker	M1 antag	5HT1E antag	S1P3 ag	5HT1a ag	Jurkat viability	5HT1E ag	M1 agonist
CCN(CC)S(=O)(=O)c1cccc(-c2nnc(SCC(=O)c3ccc(Cl)s3)n2C)c1	17	8	-1.6	-2	-0.4	-2.1	4	-0.4	0.81
Cc1oc2cc3oc(=O)c4c(c3cc2c1C)CCC4	3	-11	-1.2	-1	-0.3	-2.8	0	0.8	0.18
CCCCCCOc1ccc(C(=O)n2cnc(N)n2)cc1	2	.	-0.74	-1	-0.2	0.3	.	0.0	0.31
COc1ccc(OC)c(CCNC(=O)CC2Oc3ccc(C)cc3NC2=O)c1 (configuration not stated)	-20	2	-0.078	0	-0.2	-3.7	-4	0.2	1
COc1cccc(Nc2cc(C)nc3nc(C)nn23)c1	-14	-5	0.11	13	-1.6	-0.7	0	0.0	0.25
CCc1nnc(NC(=O)CSc2nc3c(c(=O)n2CC)SC(C)C3)s1 (configuration not stated)	-4	-4	0.28	6	-0.8	1.8	6	1.4	1.2
COc1ccccc1C(=O)Nc1ccccc1SC	-40	-17	-0.5	0	-0.5	-2.6	-6	-0.4	-0.00062
Cc1cc(NC(=O)CSc2nnc(-c3ccco3)n2Cc2ccco2)no1	0	7	0.81	0	-1.8	-3.7	-5	0.2	0.72
CCCCCn1c(=O)[nH]c2cc(C(=O)NCCCN(CC)CC)ccc2c1=O	.	14	.	-2	.	0.5	.	0.1	.
O=C(O)c1ccc(NS(=O)(=O)c2ccc3c(c2)OCCO3)cc1	-8	-1	-0.0015	0	0.0	0.3	-5	1.0	0.35
CCCNc1ncnc2sc(C)c(C)c12	11	2	.	-2	-0.8	0.2	10	-0.3	.
COc1cccc(C2/C(=C(/O)c3cnn(-c4ccccc4)c3C)C(=O)C(=O)N2CCN(C)C)c1OC (configuration not stated)	11	.	0.47	-13	-2.5	1.2	.	0.1	-0.53
O=C(c1ccccc1NS(=O)(=O)c1ccc(Br)s1)N1CCCC1	-12	-2	-0.4	5	-1.0	0.0	-10	0.1	1.8
COc1ccc(N(CC(=O)NC2CCCC2)C(=O)Cn2nnc(-c3ccc(F)cc3)n2)cc1OC	-13	-1	0.0054	-6	-1.0	-1.7	1	0.1	0.89
Cn1c(=O)c2c(nc(Br)n2CCc2ccccc2)n(C)c1=O	-10	2	-0.75	7	-0.5	0.3	8	-0.2	-0.14
Cc1cc(C)c2c(n1)nn1c(N3CCN(c4cccc(Cl)c4)CC3)cc(C)nc21	-6	-5	-0.11	-6	-1.1	-2.5	-7	-0.1	1.2
COCCOC(=O)c1c(C)n(C)c2ccc(OC(=O)c3cccs3)cc12	-10	1	-0.12	4	-1.2	-4.5	4	-0.3	0.31
COc1ccccc1CNC(=O)c1ccoc1C	15	2	.	19	-0.8	-0.6	16	-0.9	.
Nc1nc(-c2ccccc2)cc(C(F)(F)F)n1	-12	-3	-0.07	0	-0.5	1.1	3	-0.8	1.2
Clc1ccc(SCCn2ccnc2)cc1	-14	1	-0.82	-3	-1.5	-1.0	-1	-0.8	0.95
O=C(CSc1nnc(CNc2ccc(Cl)cc2)o1)Nc1nc2c(s1)CCCC2	9	-3	0.41	1	-1.0	-0.4	-2	0.2	-1
CCN(CC)CCNC(=O)Cn1nc(-c2ccc(C)cc2)ccc1=O	2	-1	-0.18	-3	-0.8	-5.6	-2	0.0	-0.36
CCOc1nc(SCCOc2ccccc2)nc(N(C)C)n1	-32	.	0.035	15	-0.7	0.6	.	0.6	-0.14
COc1cc(Br)c(CC(=O)O)cc1OC	-8	0	0.054	-5	0.6	-0.6	-6	-0.5	-0.17
O=C1CCC(=O)c2oc3ccccc3c2N1	7	1	-0.6	-5	-0.7	-1.4	-2	-0.7	-0.03
CN(Cc1cccs1)C(=O)COc1cccc(-n2cnnn2)c1	.	8	-0.32	-2	.	0.8	.	0.2	-0.38
Clc1ccc(Cn2cc(Br)cn2)cc1Cl	0	22	-0.51	15	-0.9	-3.3	4	-2.1	-0.023
COc1ccc(-c2nc3nc(C)c(Cc4ccccc4)c(=O)n3[nH]2)cc1	-12	4	-0.12	-12	0.3	0.1	-9	0.2	-0.061
COc1cc2[nH]c(=O)n(CCCCCC(=O)N3CCN(c4ccccc4)CC3)c(=O)c2cc1OC	.	-11	-1.8	8	.	2.1	.	0.3	2.8*
c1ccc(Cn2nnnc2-c2ccco2)cc1	-12	0	-0.19	-5	-1.1	-1.8	5	0.0	-1.2
Cn1c(C(=O)NCCN2CCOCC2)cc2c(=O)n(C)c3ccccc3c21	-12	-3	0.4	8	-0.8	2.2	4	0.3	0.095
O=C(Nc1ccc(S(=O)(=O)NC2CCCCC2)cc1)c1ccc(Br)o1	-14	-2	-0.5	9	-0.2	0.4	3	-1.3	0.7
CCC(C)Sc1nc2c(cnn2-c2ccccc2)c(=O)[nH]1 (configuration not stated)	-30	-6	-0.01	13	-0.6	-0.8	-6	1.1	0.48
Cc1ccc2[nH]c(=O)c(N3CCOCC3)c(-c3ccccc3)c2c1	.	52*	0.34	11	-0.5	4.0	-4	-0.2	0.44
O=C(NC1(C(F)(F)F)NC(=O)N(C2CCCC2)C1=O)C1CC1 (configuration not stated)	.	-2	.	15	-1.0	0.7	-1	-1.0	.
Cc1cccc(NC2=NC3(CCCCC3)N=C(N)N2)c1C	-20	0	-0.33	-3	-1.2	-2.2	11	0.2	6.6e-05
CCCCNc1cc(=O)n(C)c(=O)[nH]1	11	-4	0.73*	-3	-1.0	0.0	3	1.0	0.25
O=C1c2cccc3c(Cl)ccc(c23)C(=O)N1O	32	-24	0.14	5	-0.1	1.4	-6	0.9	-0.069
CN1CCN(c2ccccc2NC(=O)c2ccc(-c3ccccc3)cc2)CC1	.	4	-0.32	-2	-0.6	2.9	-5	0.4	3
O=C(Nc1ccc(S(=O)(=O)N2CCOCC2)cc1)c1ccc(Cl)cc1	23	1	-0.55	-9	-1.5	3.6	10	-0.7	-0.43
CCn1c(SCC(=O)Nc2nc3ccc(OC)cc3s2)nnc1-c1ccoc1C	2	-4	-1.6	3	-0.6	-1.2	2	0.1	-0.04
CCOC(=O)N1CCN(Cc2ccccc2Cl)CC1	.	1	0	6	-0.3	1.0	-3	-0.7	-0.074
CC1Cc2ccccc2N1C(=O)c1cnc2ccccn2c1=O (configuration not stated)	14	6	-0.18	0	-0.9	-1.0	3	-1.2	-0.034
C=CCn1c(Cc2cccs2)nnc1SCC(=O)Nc1cc(OC)cc(OC)c1	18	17	.	9	-0.8	-2.6	5	0.3	.
O=C(NC1(C(F)(F)F)N=C2SCCN2C1=O)C1CCCCC1 (configuration not stated)	.	9	-0.21	-8	-0.3	0.4	0	0.7	-0.029
COc1ccc(N2C(=O)C3C4C=CC(C4)C3C2=O)nn1 (configuration not stated)	-53	2	-0.14	-34	-0.9	-5.1	4	0.3	-0.55
O=c1cc(CSc2nnc(-c3ccco3)o2)c2ccccc2[nH]1	-4	-5	0.15	-6	-0.8	-1.0	1	0.6	-1.6
COC(=O)c1ccccc1NC(=O)CCNC(=O)Cn1cnc2ccccc2c1=O	-31	-11	.	-12	-0.8	-3.4	-8	0.8	.
O=C(O)c1cccn1Cc1ccccc1F	.	-21	-0.43	-3	.	-3.0	.	-0.9	0.22
CCOc1cc(C)c(Cl)cc1S(=O)(=O)NCC1CCCO1 (configuration not stated)	12	12	-1.1	31*	-0.7	0.2	0	-1.3	0
CC(=O)Nc1ccc(S(=O)(=O)N(CC(=O)O)Cc2ccccc2)cc1	-27	6	0.051	0	0.4	-0.8	-6	1.1	0.64

Profiles from above. Screens in order: S1P1 ag-PAM | 5-HT1A blocker | M1 antag | 5HT1E antag | S1P3 ag | 5HT1a ag | Jurkat viability | 5HT1E ag | M1 agonist
CC(=O)Nc1ccc(S(=O)(=O)N(CC(=O)O)Cc2ccccc2)cc1 is listed as -27 | 6 | 0.051 | 0 | 0.4 | -0.8 | -6 | 1.1 | 0.64
CCOc1cc(C)c(Cl)cc1S(=O)(=O)NCC1CCCO1 (configuration not stated) is listed as 12 | 12 | -1.1 | 31* | -0.7 | 0.2 | 0 | -1.3 | 0
